Screening data as filed in PubChem BioAssay.
mIAP block – blocks mouse intestinal alkaline phosphatase; purified mouse IAP, CDP-Star luminescence, 30 min; inhibition, % at 10 µM; actives 0.2% (n = 330,000);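 active = inhibition of at least 40% at 10 µM in the primary screen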;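 also: plate controls were DMSO with enzyme for no effect and no enzyme wells for full effect; values of inactives mirror those of a sister screen read the other way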
hIAP block – blocks human intestinal alkaline phosphatase | P09923 | purified IAP, CDP-Star luminescence, 30 min | inhibition, % at 10 µM | actives 0.12% (n = 330,000) | AID 2544;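 active = inhibition reaching a set limit with compound at 10 µM in the primary screen, cut at about 35% in these data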;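 also: plate controls were DMSO wells with enzyme for no effect and no-enzyme buffer wells for full effect; values of inactives mirror those of a sister screen read the other way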
Target sequence (P09923 whole entry, looked up): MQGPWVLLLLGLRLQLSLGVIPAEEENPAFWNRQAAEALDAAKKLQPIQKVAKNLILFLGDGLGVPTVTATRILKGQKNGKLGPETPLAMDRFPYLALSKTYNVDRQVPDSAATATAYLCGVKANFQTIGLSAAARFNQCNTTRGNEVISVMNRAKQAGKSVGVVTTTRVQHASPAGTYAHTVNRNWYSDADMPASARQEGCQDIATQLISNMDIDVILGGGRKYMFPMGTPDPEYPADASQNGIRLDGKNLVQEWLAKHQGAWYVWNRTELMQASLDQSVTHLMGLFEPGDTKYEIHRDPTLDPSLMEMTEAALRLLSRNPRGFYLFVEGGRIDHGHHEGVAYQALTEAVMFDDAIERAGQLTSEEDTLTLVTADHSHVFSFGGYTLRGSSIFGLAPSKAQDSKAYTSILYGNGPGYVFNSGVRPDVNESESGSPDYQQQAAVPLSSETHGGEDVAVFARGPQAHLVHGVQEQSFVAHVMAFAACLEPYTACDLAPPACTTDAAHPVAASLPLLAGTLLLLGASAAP
ATG4B inhibitor – inhibitors of human ATG4B cysteine protease; inhibition, % at 8.33 µM; Q9Y4P1; actives 0.51% (n = 340,000); ATG4B cleavage of LC3-PLA2, NBD-HPC fluorescence, 1 h; in the data active = inhibition above about 40%
Target sequence (Q9Y4P1 whole entry, looked up): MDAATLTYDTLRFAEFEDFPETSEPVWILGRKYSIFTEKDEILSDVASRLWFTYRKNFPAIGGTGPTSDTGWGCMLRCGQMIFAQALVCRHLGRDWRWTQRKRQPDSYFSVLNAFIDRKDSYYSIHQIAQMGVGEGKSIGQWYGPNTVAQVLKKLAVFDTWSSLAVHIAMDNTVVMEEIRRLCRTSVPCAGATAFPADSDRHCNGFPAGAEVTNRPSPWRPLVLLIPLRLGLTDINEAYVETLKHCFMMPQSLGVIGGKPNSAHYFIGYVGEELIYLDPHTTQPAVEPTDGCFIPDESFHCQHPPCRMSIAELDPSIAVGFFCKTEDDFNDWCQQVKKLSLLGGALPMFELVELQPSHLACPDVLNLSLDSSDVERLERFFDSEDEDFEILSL
NALP3 yeast inh – inhibitors of NALP3 inflammasome in yeast; actives 0.39% (n = 330,000); inhibition, % at 10 µM; AID 2825; Yeast reconstituted NLRP3/ASC/caspase-1, beta-gal luminescence, 24 h;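 active = inhibition of 50% or more; inactive = inhibition below 50%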;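 also: plate controls were induced DMSO wells for no effect and uninduced yeast grown without galactose for full effect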
tim10-1 inh – inhibits growth of tim10-1 mutant yeast. S. cerevisiae tim10-1 ts strain growth, BacTiter-Glo, 24 h. inhibition, % at 20 µM. actives 2.2% (n = 330,000). AID 463190;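 active = inhibition of at least 40%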;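 also: mutant grown at 25 °C; 0% = DMSO wells with yeast and 100% = wells holding no yeast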
TIM10 inh – growth inhibitors of TIM10 yeast strain | S. cerevisiae TIM10 strain growth, BacTiter-Glo luminescence, 24 h | inhibition, % at 10 µM | actives 1.4% (n = 330,000) | AID 463195;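 active = inhibition of 40% or more at the single tested concentration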;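 also: wild-type TIM10 isogenic control strain grown at permissive 25 °C; 0% = DMSO yeast wells and 100% = minimal medium wells without yeast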
Apaf1 inhib – inhibitors of human Apaf-1 apoptosome; O14727; reconstituted apoptosome caspase-3 activity, DEVD-Rh110 fluorescence; inhibition, % at 20 µM; actives 0.71% (n = 330,000); AID 489030; active = inhibition of at least 40% at 20 µM;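 also: plate controls were DMSO wells for no effect and DEVD-CHO caspase inhibitor wells for full effect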
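System: Apoptosome proteins | Medium: Hepes pH 7.5 with detergent and BSA | Also added: Cytochrome c trigger plus (Z-DEVD)2-Rh110 caspase-3 substrate | Incubation: 30 min compound preincubation, 50 min activation, room temperature | Detection: Rhodamine 110 fluorescence at Ex 480/Em 540 nm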
mIAP act – mouse IAP activation; actives 0.24% (n = 330,000); activation factor at 10 µM; muIAP, CDP-Star luminescence, 30 min; active compounds read high; 1 = vehicle-only enzyme signal, 0 = enzyme-free wells;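 active = activation factor of at least 2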; also: the source names both 10 and 20 µM as test concentration; values of inactives mirror those of a sister screen read the other way
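Assay system: mouse IAP enzyme; reagent: chemiluminescent substrate CDP-Star; dosing: test compounds delivered from DMSO solution; schedule: 30 min at room temperature; measured by: luminescence from enzymatic CDP-Star hydrolysis; controls: DMSO-only wells and no-enzyme negative control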
hIAP activ – increases human intestinal alkaline phosphatase activity. purified human IAP, CDP-Star luminescence, 30 min; active compounds read high; 1 = vehicle-only enzyme, 0 = enzyme-free background. AID 2524. actives 0.16% (n = 330,000). activation factor at 10 µM. P09923;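 active = activation factor of the enzyme at least 2-fold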; also: the source names both 10 and 20 µM as test concentration; values of inactives mirror those of a sister screen read the other way
* marks the source's active call; other numbers are inactive results.

SMILES	mIAP block	hIAP block	ATG4B inhibitor	NALP3 yeast inh	tim10-1 inh	TIM10 inh	Apaf1 inhib	mIAP act	hIAP activ
O=C1C2C3C=CC(C3)C2C(=O)N1c1ccc(-c2nc3ccccc3o2)cc1 (centres undefined)	1	-16	1	11	7	-4	11	0.99	1.2
O=C(/C=C(\O)c1ccccc1)C(=O)NNC(=O)c1ccccc1[N+](=O)[O-]	23	-27	4	30	-12	-9	-1	0.77	1.3
c1ccc2c(c1)ccc1nnc(SCc3ccc4c(c3)OCO4)n12	8	16	-5	30	42*	5	16	0.93	0.84
COc1ccc(/C(C)=N\NC(=O)C(c2ccncc2)N2CCOCC2)cc1 (centres undefined)	-7	-4	-5	11	-8	-15	-12	1.1	1
COc1ccc(-c2csc(N)n2)cc1F	4	3	2	17	4	-1	6	0.96	0.97
O=C(Nc1ccc(S(=O)(=O)N2CCCC2)cc1)C1CCCCC1	-7	-14	-13	16	4	-17	4	1.1	1.1
O=C(CN1C(=O)NC(Cc2c[nH]c3ccccc23)C1=O)Nc1cccc(S(=O)(=O)N2CCOCC2)c1 (centres undefined)	5	-10	-7	1	-3	19	3	0.95	1.1
O=C(C[C@H]1C/C=C\CC[C@@H](Cc2ccc(F)cc2)C(=O)OCCNC1=O)NCCO	6	-1	8	22	-6	2	4	0.94	1
CCCS(=O)(=O)c1c(S(=O)(=O)CCC)c2c(N)cccn2c1C(=O)c1ccc(OC)cc1	9	7	-6	-2	17	9	27	0.91	0.93
O=C(CCCNS(=O)(=O)c1cccs1)N1CCN(c2ccc(F)cc2)CC1	6	16	-13	4	10	2	3	0.94	0.84
Cc1ccccc1C(=O)OCC(=O)N(C)c1c(N)n(Cc2ccccc2)c(=O)[nH]c1=O	6	19	-6	12	11	-2	-9	0.94	0.81
CCN(CC(=O)Nc1cc(Cl)ccc1C)C(=O)CSCc1c(C)noc1C	-4	-14	-5	17	18	7	8	1	1.1
CCOC(=O)NC(=O)COC(=O)CNC(=O)c1ccc(OCC)c(OCC)c1	2	-8	-4	-3	0	-5	-16	0.98	1.1
CC1CCC2(CC1)NC(=O)N(CC(=O)NCc1ccc(F)cc1)C2=O (centres undefined)	-7	-9	12	11	-18	-2	5	1.1	1.1
Cc1ccc(NC(=O)N2CCCC2C(=O)NCc2cccs2)cc1 (centres undefined)	2	11	-5	16	6	-4	-6	0.98	0.89
CNC(=O)C1CC(=O)N(CCCc2ccccc2)C(=Nc2ccccc2)S1 (centres undefined)	2	-2	-3	6	25	34	-1	0.98	1
Cc1nnc(SCC(=O)NCc2ccccc2Cl)[nH]c1=O	11	1	-10	-3	3	5	-25	0.89	0.99
Cc1ccc(C)c(N2N=C(C(=O)OCc3nnc(-c4ccccc4)o3)CCC2=O)c1	5	6	-2	7	-13	1	0	0.95	0.94
O=C(c1cnc2ccccc2n1)N1CCN(c2ccc(C(F)(F)F)cn2)CC1	7	2	3	8	27	21	1	0.93	0.98
COc1cccc(CN(C)CC(=O)Nc2ccccc2C(=O)NC2CC2)c1	-2	5	-30	9	11	-9	-8	1	0.95
CCOC(=O)c1cc(-c2ccccc2)sc1NC(=O)CSc1nnc(N)s1	10	1	1	3	9	-6	7	0.9	0.99
O=C(CCN1C(=O)c2ccccc2C1=O)Nc1cccc(S(=O)(=O)N2CCCCC2)c1	0	12	-1	25	27	7	3	0.99	0.88
COc1ccc(S(=O)(=O)Nc2c(C)n(C)n(-c3ccccc3)c2=O)cc1C(=O)O	13	-19	-12	11	13	7	-3	0.87	1.2
CCOC(=O)C(NC(C)=O)(Nc1ccc(S(=O)(=O)Nc2cc(C)on2)cc1)C(F)(F)F (centres undefined)	5	7	10	-2	5	9	-1	0.95	0.93
Cn1c(NCc2ccccc2Cl)nc2ccccc21	-1	16	4	28	16	-3	7	1	0.84

Full records from above. Values in the order: mIAP block | hIAP block | ATG4B inhibitor | NALP3 yeast inh | tim10-1 inh | TIM10 inh | Apaf1 inhib | mIAP act | hIAP activ
O=C1C2C3C=CC(C3)C2C(=O)N1c1ccc(-c2nc3ccccc3o2)cc1 (centres undefined) is listed as 1 | -16 | 1 | 11 | 7 | -4 | 11 | 0.99 | 1.2
CCOC(=O)C(NC(C)=O)(Nc1ccc(S(=O)(=O)Nc2cc(C)on2)cc1)C(F)(F)F (centres undefined) is listed as 5 | 7 | 10 | -2 | 5 | 9 | -1 | 0.95 | 0.93

With a hit mark in tim10-1 inh, of those listed so far:
Molecule	mIAP block	hIAP block	ATG4B inhibitor	NALP3 yeast inh	tim10-1 inh	mIAP act	hIAP activ
c1ccc2c(c1)ccc1nnc(SCc3ccc4c(c3)OCO4)n12	8	16	-5	30	42*	0.93	0.84

Carrying on:
SMILES	mIAP block	hIAP block	ATG4B inhibitor	NALP3 yeast inh	tim10-1 inh	TIM10 inh	Apaf1 inhib	mIAP act	hIAP activ
O=Cc1ccc(OCC(=O)Nc2ccccc2C(F)(F)F)cc1	-4	-21	2	-1	15	-11	-9	1	1.2
COc1ccc(C(=O)NCC(=O)OCC(=O)Nc2cc(OC)ccc2OC)cc1	-8	-12	-1	5	20	-14	-4	1.1	1.1
COc1ccc(NC(=O)CN2CCCC(C)C2)c([N+](=O)[O-])c1 (centres undefined)	13	17	-5	-6	6	-2	32	0.87	0.83
CN(CC(=O)N(C)CC(=O)Nc1c(Cl)cccc1Cl)Cc1ccc(Br)s1	-16	-4	0	14	8	4	15	1.2	1
COc1ccc(N2C(=O)NC(NS(=O)(=O)c3ccc(NC(C)=O)cc3)(C(F)(F)F)C2=O)cc1 (centres undefined)	0	-16	-5	8	2	7	7	1	1.2
S=C(Nc1ccc(Br)cc1)Nc1ccc2c(c1)OCCO2	-16	-13	-8	25	45*	15	16	1.2	1.1
Cc1ccc(NS(=O)(=O)c2cc(C(=O)Nc3cccnc3)ccc2C)cc1	5	-16	-1	-1	2	0	-2	0.95	1.2
CC(CN1CCOCC1)OC(=O)c1ccc(C(C)(C)C)cc1 (centres undefined)	-5	-16	-4	7	4	-7	16	1.1	1.2
O=C(c1cccs1)N1CCN(c2ccc(F)cc2)CC1	2	-6	-13	15	5	2	3	0.98	1.1
Cc1cccc(C(=O)NCCC(=O)N2CCc3ccccc3C2)c1	-14	-8	-9	-19	-1	-1	20	1.1	1.1
O=C(NCCCn1ccnc1)c1cc(C(=O)C2CC2)c[nH]1	1	12	-4	-7	-5	11	-3	0.99	0.88
O=C1CSC(c2cccc([N+](=O)[O-])c2)N1c1ccccc1F (centres undefined)	3	-4	-3	1	15	5	-10	0.97	1
O=C(Nc1ccc(Cl)c(Cl)c1)OCCNC(=O)c1ccncc1	-24	-16	-2	-6	-4	-16	2	1.2	1.2
COc1cc2c(cc1OC)CN(C(=O)CCNS(=O)(=O)c1ccccc1F)CC2	6	16	-1	8	-4	-16	8	0.94	0.84
CSc1nc(C)cc(OCCNS(=O)(=O)c2cc(C)ccc2C)n1	4	7	-10	20	3	-6	3	0.96	0.93
Cc1ccc(C(C)C)c(OCC(O)CN2CC(C)OC(C)C2)c1 (centres undefined)	0	3	-15	7	7	7	-7	1	0.97
Nc1nc2nccc(-c3ccccn3)n2n1	4	-1	2	11	0	3	-4	0.96	1
COc1ccc(C(C)(C)C)cc1NC(=O)CCN1C(=O)C2CCCCC2C1=O (centres undefined)	3	12	-9	13	22	24	-7	0.97	0.88
CC(=O)Nc1ccc(N=Cc2c(O)c(C(=O)Nc3ccccc3)cc3ccccc23)cc1	17	4	30	14	49*	63*	4	0.83	0.96
O=CNCCCc1nc2ccccc2n1Cc1cccc2ccccc12	1	9	-6	-4	24	34	-2	0.99	0.91
CSc1nc(-c2ccc(C)cc2)nc(N)c1C#N	0	-8	-7	-9	-6	10	-3	1	1.1
CCc1sc(C(=O)Nc2ccccc2N2CCOCC2)cc1C	7	9	13	34	18	14	3	0.93	0.91
COC(=O)C1=C(C(=O)OC)[C@@H]2N(C)c3ccc(OC)cc3[C@@]23C[C@@H](C(=O)OC)N(C(=O)COCc2ccccc2)C3=N1	-4	7	-1	1	18	4	0	1	0.93
CC(=O)NC1C(=O)Nc2c(C)cc(C)cc21 (centres undefined)	1	-1	-11	13	4	7	-7	0.99	1
O=C(Nc1nccs1)C1CC(=O)N(Cc2ccco2)C1 (centres undefined)	6	-2	3	17	-6	12	-5	0.94	1
Next compounds:
SMILES	mIAP block	hIAP block	ATG4B inhibitor	NALP3 yeast inh	tim10-1 inh	TIM10 inh	Apaf1 inhib	mIAP act	hIAP activ
Cc1cc(-c2ccccc2)nc(Cl)c1C#N	4	-5	8	34	14	10	4	0.96	1.1
O=C(c1ccc(Cl)cc1)N1N=C(c2ccccn2)CC1(O)C(F)(F)F (centres undefined)	-4	-10	1	8	30	14	5	1	1.1
O=C(Nc1nc(-c2ccccn2)cs1)c1ccc(Cl)s1	-5	-31	4	-1	51*	0	4	1.1	1.3
O=C(CSc1nc2ccccc2[nH]1)Nc1cc(C(F)(F)F)ccc1N1CCOCC1	-4	-14	-17	12	27	5	14	1	1.1
CCOc1ccc(OCC)c(-c2c(=O)n(OCc3ccccc3Br)c3ccccc3[n+]2[O-])c1	13	14	15	14	22	27	17	0.87	0.86
COc1ccc(NC(=O)N2CCCC2C(=O)NCCc2ccccc2)cc1 (centres undefined)	4	2	6	11	10	-7	-1	0.96	0.98
CCOc1c(C)cc(S(=O)(=O)NCc2ccccn2)c(C)c1C	-8	-21	-9	15	3	-7	-5	1.1	1.2
CCCCn1c(N)c(N(CC)C(=O)c2ccc(Cl)c([N+](=O)[O-])c2)c(=O)[nH]c1=O	0	-6	2	5	27	-15	-6	1	1.1
CCOC(=O)c1c(C)nc2sc3c(c2c1-c1ccc(OC)cc1)NC(c1ccc(OC)cc1)NC3=O (centres undefined)	0	6	2	-3	25	6	18	1	0.94
CC1CCCC(NC(=O)CCS(=O)(=O)c2cc3c(cc2Cl)NC(=O)CO3)C1C (centres undefined)	6	-12	0	2	-1	14	-14	0.94	1.1
Cn1c(=O)n(C)c2cc(S(=O)(=O)N3CCN(c4ccccc4)CC3)ccc21	2	0	9	-3	10	-5	-17	0.98	1
NC(=S)c1c(Cl)cc(C(F)(F)F)cc1Cl	15	-18	4	18	15	19	-24	0.85	1.2
Cc1ccc(/C=C/C(=O)Nc2sc3c(c2C#N)CCCC3)o1	7	10	0	1	7	-5	10	0.93	0.9
O=C(Nc1ccon1)Nc1ccccc1C(F)(F)F	3	-3	6	9	-4	-1	2	0.97	1
CCC(C)NCCCCOc1ccc(Cl)cc1C (centres undefined)	1	0	-9	13	-7	2	-1	0.99	1
Clc1ccc(-n2c(SCc3nc4ccccc4[nH]3)nnc2-c2ccncc2)cc1	-6	-17	-9	12	9	0	4	1.1	1.2
CC1CCN(C(=O)CCCOc2ccc(Cl)cc2)CC1	-4	16	-9	35	-12	18	3	1	0.84
NS(=O)(=O)c1ccc(NC(=O)CSc2nc3ccccc3n2-c2ccccc2)cc1	-4	9	-13	-3	13	-5	11	1	0.91
CC(=O)Nc1ccc(C(=O)OCCc2ccccc2)cc1	-1	-9	-8	24	42*	16	13	1	1.1
O=C(Nc1ccc(Cl)cc1)Nc1nnc(Cc2ccc([N+](=O)[O-])cc2)s1	14	13	-1	-1	13	-21	-10	0.86	0.87
CCn1ncc(Br)c1C(=O)Nc1cccc(C(C)=O)c1	1	15	14	9	-2	15	-1	0.99	0.85
COc1ccc(NS(=O)(=O)c2cc(OC)ccc2NC(=O)c2cc(C)oc2C)cc1	10	11	0	17	5	5	2	0.9	0.89
